Compound activity deposited in PubChem by several laboratories.
bCat KO growth = beta-catenin-lacking colon tumor cell growth suppression | 140,000 compounds, 1.5% hits | AID 818 | viability, % at 10 µM | HCT116 beta-catenin knockout viability, CellTiter-Glo, 60 h; hits give low values;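 active = viability at or under a set limit, the compound median less 4 SD, cut at about 6% in these data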;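 also: 0% = Hyamine 1622 control at 20 µM and 100% = untreated cell control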
MRP1 act = activates MRP-1; H69AR cells + doxorubicin, viability rescue, CellTiter-Glo; 140,000 compounds, 0.61% hits; viability increase, % at 10 µM; AID 799;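 active = viability gain under doxorubicin at or above a set limit, the compound median plus 3 SD, cut at about 4.7% in these data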;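 also: MRP-1 overexpressing cells given doxorubicin 25 µM after compound pretreatment; 18-22 h compound pretreatment then 72 h with doxorubicin before readout; 0% = doxorubicin-only wells and 100% = vehicle-treated cells without doxorubicin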
E-sel TNF inh = TNF alpha driven E-selectin expression inhibition | HUVEC TNFa-induced E-selectin immunofluorescence, high content | inhibition, % at 2 µM | 120,000 compounds, 0.71% hits;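 active = inhibition above the batch mean plus 3 SD, and confirmed as a hit on visual image review, cut at about 43% in these data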;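 also: 0% = TNF-stimulated DMSO wells and 100% = unstimulated control wells; not every result past the cut was called active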
Yeast growth inh = reduces growth of yeast BB579 in restrictive medium; S. cerevisiae BB579 growth, OD615, 48 h; inhibition, % at 10 µM; 140,000 compounds, 0.51% hits;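 active = inhibition above a set limit, 3 SD over the mean compound inhibition, cut at about 44% in these data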; also: inactives centre near -24
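System: DeaD yeast strain BB579; buffer or medium: CSMM-D dextrose restrictive medium; technique: OD at 615 nm; schedule: 4 h cell preincubation, 48 h compound exposure, 30 °C humidified; doses: single 10 µM dose; controls: amphotericin B 10 µg/mL, positive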
GALR2 blocker = GALR2 (human) receptor antagonism | O43603 | GALR2-expressing cells, antagonist mode | inhibition, % at 4 µM | 140,000 compounds, 0.39% hits; in the data active = inhibition above about 27%;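 also: cells stimulated with galanin 1-16 at roughly its EC80; 0% = agonist challenge control and 100% = basal control without agonist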
Target sequence (O43603 whole entry, looked up): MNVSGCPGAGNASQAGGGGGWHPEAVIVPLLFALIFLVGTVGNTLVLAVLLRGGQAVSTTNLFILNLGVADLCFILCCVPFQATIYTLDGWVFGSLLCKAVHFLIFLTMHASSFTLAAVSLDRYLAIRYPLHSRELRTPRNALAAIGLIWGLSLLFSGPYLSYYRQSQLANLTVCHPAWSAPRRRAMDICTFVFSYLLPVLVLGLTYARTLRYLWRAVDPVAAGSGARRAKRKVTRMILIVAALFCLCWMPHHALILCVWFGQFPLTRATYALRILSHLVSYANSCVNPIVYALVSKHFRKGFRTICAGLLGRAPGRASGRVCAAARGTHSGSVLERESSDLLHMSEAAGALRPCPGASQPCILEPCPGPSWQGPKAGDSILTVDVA
PTEN del growth = growth suppressors of cells with PTEN tumor suppressor deletion. viability, % at 10 µM. 140,000 compounds, 1.2% hits. HCT116 PTEN-null viability, CellTiter-Glo, 60 h; hits give low values;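 active = viability at or below a set limit, 4 SD under the median of all tested compounds, cut at about 3.7% in these data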;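 also: PTEN knockout HCT116 line with beta catenin targeted HCT116 as companion control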
Measles CPE = protection of cells from measles virus | Measles virus-infected cells, CPE protection, absorbance | protection (pct of control), % at 4 µM | 140,000 compounds, 1.5% hits | AID 841; in the data active = protection mostly above about 24%, no sharp cut-off; inactive = mostly below about 26%; also: some compounds called inactive have numbers as strong as hits
Phagocytosis inh = macrophage phagocytosis inhibition; J774A.1 macrophage IgG-bead phagocytosis, imaging; inhibition, % at 5 µM; AID 1029; 110,000 compounds, 0.07% hits;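 active = inhibition above the mean of the plate negative controls plus 5 SD, cut at about 13% in these data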;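 also: phagocytic index as fraction of beads internalized from green versus red external bead signal; plate controls were DMSO negative control for no effect and cytochalasin-D positive control for full effect; some results beyond the cut were filed as inactive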
NPY Y2 blocker = blocks the human neuropeptide Y Y2 receptor | P49146 | NPY-Y2 expressing cells, antagonist mode | inhibition, % at 2.7 µM | 140,000 compounds, 0.99% hits | AID 793; in the data active = inhibition above about 17%;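 also: 0% = vehicle with agonist challenge and 100% = reference antagonist with challenge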
Target sequence (P49146 whole entry, looked up): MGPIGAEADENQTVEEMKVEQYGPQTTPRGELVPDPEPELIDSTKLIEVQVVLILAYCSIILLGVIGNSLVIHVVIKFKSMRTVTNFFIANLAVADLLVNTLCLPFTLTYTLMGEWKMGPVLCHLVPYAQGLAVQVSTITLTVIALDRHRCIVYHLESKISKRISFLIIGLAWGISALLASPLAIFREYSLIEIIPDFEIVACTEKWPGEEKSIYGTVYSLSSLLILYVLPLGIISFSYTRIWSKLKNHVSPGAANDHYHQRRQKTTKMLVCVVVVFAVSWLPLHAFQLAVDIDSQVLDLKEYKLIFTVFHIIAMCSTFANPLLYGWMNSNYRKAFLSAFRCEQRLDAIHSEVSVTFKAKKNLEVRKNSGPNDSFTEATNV
Yeast lifespan up = extends the lifespan of yeast | S. cerevisiae growth with nicotinamide, OD615; deaD strain in restrictive glucose medium | inhibition of the nicotinamide effect, % at 10 µM | 130,000 compounds, 0.68% hits | AID 775;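 active = inhibition above a set limit, placed 3 SD over the median of all compounds, cut at about 26% in these data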;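 also: 0% = nicotinamide-treated wells and 100% = cells grown without nicotinamide; some compounds called inactive have numbers as strong as hits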
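Test system: DeaD-strain S. cerevisiae / Buffer or medium: restrictive glucose medium / Also added: nicotinamide 1.5 mM / Doses: one concentration, 10 µM, DMSO 0.25% / Schedule: 48 h at 30 °C / Signal: OD615 measurement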
* hit, by the source's call; nt = no result given; & = joins results of further samples.

SMILES	bCat KO growth	MRP1 act	E-sel TNF inh	Yeast growth inh	GALR2 blocker	PTEN del growth	Measles CPE	Phagocytosis inh	NPY Y2 blocker	Yeast lifespan up
COCCNC(=O)C(C)Oc1ccc(Cl)cc1Cl (configuration not stated)	98	-2.2	2	-32	9	103	5	0	3	-2
CC1(C(=O)N/N=C/c2ccc([N+](=O)[O-])o2)CC1(Br)Br (configuration not stated)	2.6*	-4.0	nt	-7	0	2.5*	20	-4	1	12
CCC(C)NC(=O)c1ccc(CSc2nc3ccncc3n2Cc2ccc(F)cc2)cc1 (configuration not stated)	96	-1.6	-20	-2	9	93	7	nt	0	3
Cc1cc(NC(=O)CN2CCN(S(=O)(=O)c3ccc(Cl)cc3)CC2)no1	91	-1.1	23	-19	-10	89	3	2	0	-10
CN1C(=O)N(C)C2C1NC(=O)N2C (configuration not stated)	98	-0.3	19	9	2	106	20	nt	2	0
Cc1cc(NC(=O)c2ccco2)ccc1NC(=O)Cc1cccs1	95	0.9	-4	-38	5	100	18	nt	3	nt
CC(C)NC(=S)N1CCn2c(nc3ccccc32)C1	96	-2.2	nt	-39	6	99	10	-11	2	9
CCSc1nnc(NC(=O)c2cc(-c3ccc(C)c(C)c3O)n[nH]2)s1	86	-6.1	nt	-21	-2	72	18	-7	2	-4
Cc1nnc(SC2CC(=O)N(c3ccccc3)C2=O)s1 (configuration not stated)	91	0.2	-23	-24	18	106	5	nt	0	nt
CC(C)C(=O)Nc1ccc(N2CCN(S(C)(=O)=O)CC2)cc1	100	-0.6	nt	1	-3	90	3	-2	1	-5
CCOC(=O)Cc1cc(OC)c(OC)cc1Cc1cc(OC)c(OC)cc1CC(=O)OCC	90	-1.5	1	-47	-1	90	6	-2	4	-6
Cn1c(-c2cccc3ccccc23)n[nH]c1=S	96	0.0	nt	-48	-16	96	5	-1	3	-1
N#Cc1ncc(C(F)(F)F)cc1Sc1ccc(N)cc1	79	-5.0	4	22	-11	89	12	2	2	-9
C=CCNC(=O)C(C)Sc1ccc(Cl)cc1 (configuration not stated)	92	-1.1	-25	-37	-2	93	1	-2	2	-5
COc1ccccc1C(C)NCC(=O)Nc1ccccc1C(F)(F)F (configuration not stated)	72	-3.0	-8	-19	-3	77	7	-3	9	0
CC(=O)Cc1nsc(NC(=O)c2ccc(COc3ccc(C)cc3)o2)n1	103	-0.1	30	-66	5	100	13	0	1	-11
CCOc1ccc(OCC)c(NC(=O)CSc2nc3ccccc3c(=O)n2C)c1	75	-0.7	-14	-49	-8	78	6	nt	-2	-7
O=C(CSc1nnc(-c2ccco2)n1CC1CCCO1)c1ccccc1 (configuration not stated)	92	-1.6	-10	-28	1	103&87	4	1	2	-15
O=C1c2ccccc2C(=O)N1c1ccccc1S(=O)C(F)(F)F (configuration not stated)	92	1.0	-28	-41	8	99	27	0	-1	-3
Cc1ccccc1CN1CCN(C(=O)c2cccc(F)c2)CC1	101	0.1	-29	-53	-12	106	4	0	4	-5

Arranged by the number under GALR2 blocker (lowest first): three of the compounds above.
Molecule,GALR2 blocker
O=C1c2ccccc2C(=O)N1c1ccccc1S(=O)C(F)(F)F (configuration not stated),8
COCCNC(=O)C(C)Oc1ccc(Cl)cc1Cl (configuration not stated),9
Cc1nnc(SC2CC(=O)N(c3ccccc3)C2=O)s1 (configuration not stated),18

New compounds follow
SMILES	bCat KO growth	MRP1 act	E-sel TNF inh	Yeast growth inh	GALR2 blocker	PTEN del growth	Measles CPE	Phagocytosis inh	NPY Y2 blocker	Yeast lifespan up
O=C(Nc1cccnc1)C1(F)C(F)(F)C(F)(F)C(F)(F)C(F)(F)C1(F)F	92	-0.8	nt	-40	20	92	28	nt	1	11
CN(C)C(=O)CSc1nc2ccccc2c(=O)[nH]1	95	0.0	-22	-11	-4	95	9	1	-2	-11
CC(C)(C)n1nnnc1C(c1ccccc1)N1CCc2ccccc2C1 (configuration not stated)	33	-0.9	-6	-27	2	32	12	-1	2	9
Cc1cc(-n2ccc(=O)[nH]c2=O)nc(-c2ccccc2)n1	103	-1.7	15	-37	3	102	7	-1	3	-26
COc1ccc(NC(=O)CSc2nncs2)cc1OC	91	-1.5	-3	-11	5	99	13	-1	3	-6
COc1cccc(/C=C2/CN(C)CC3=C2OC(N)=C(C#N)C3c2cccc(OC)c2)c1 (configuration not stated)	65	-3.6	-30	-23	-11	51	9	nt	0	0
COc1ccc(OCC(O)Cn2c(=N)n(CCN3CCCCC3)c3ccccc32)cc1 (configuration not stated)	26	-2.8	4	20	19	26	7	-1	19*	-5
Cc1ccc(S(=O)(=O)N2CCCC2C(=O)O)cc1 (configuration not stated)	107	-0.5	nt	-82	7	97	15	1	-1	-3
CCOC(=O)c1cnc2ccc(OCC)cc2c1NCc1cccnc1	29	-4.8	nt	-6	7	33	11	nt	2	4
O=c1c(-c2ccccc2)coc2c(CN3CCCC3)c(O)ccc12	102	-3.5	nt	-55	9	105	14	0	3	-9
CCCOC(=O)c1c(NC(=O)CSc2nc(-c3ccco3)cc(C(F)(F)F)n2)sc(C(=O)OC)c1C	71	0.7	nt	-70	-6	83	11	1	0	6
COc1ccc(-c2cc(=O)c3ccccc3[nH]2)cc1	87	-0.8	nt	-48	5	84	8	nt	1	4
O=C(Cc1ccc(F)cc1)Nc1ccc(F)c([N+](=O)[O-])c1	74	-1.6	-67	-4	-5	77	72*	-1	4	-11
Cc1cccc(CN2CCC(C(N)=O)CC2)c1	108	-0.2	8	-10	0	98	3	nt	2	-5
CC1CCCCN1CCNC(=O)C1CC(=O)N(c2ccc(F)c(Cl)c2)C1 (configuration not stated)	100	-0.3	-2	-4	0	102	4	0	-1	-11
COc1cc2c(cc1NC(=O)CSCC(=O)O)oc1ccccc12	88	-0.2	19	-28	6	104	12	-1	3	-9
Cc1ccc(Nc2nnns2)cc1	93	-1.4	-3	-15	0	90	19	-1	0	-33
COc1ccc(NC(=O)C23CCC(C2)C(C)(C)C3=O)cc1 (configuration not stated)	95	-0.7	-30	0	3	93	25	2	2	-4
CCOc1ccccc1N1C(=O)CC(N(O)c2ccccc2)C1=O (configuration not stated)	96	-0.2	nt	-17	5	100	25	0	0	-5
C=CCSc1nnc2c(n1)OC(c1c(C)[nH]n(-c3ccccc3)c1=O)Nc1ccccc1-2 (configuration not stated)	98	-0.5	-67	-40	5	101	16	nt	6	4
CC(=O)Nc1ccc(Oc2cnccn2)cc1	102	0.9	nt	9	-5	96	8	-5	-3	-7
Cc1ccc(CC(=O)NCc2ccc3c(c2)OCO3)cc1	103	-1.3	1	-45	-2	112	19	3	6	-19
COc1ccc(-c2ccnc3nc(N4CCN(c5ccccc5)CC4)nn23)cc1	68	0.6	0	-15	-2	77	9	0	1	-17
Nc1c2c(=O)oc(-c3ccccc3)cc2nn1-c1ccccc1	39	-2.0	2	-43	-1	57	6	nt	0	-20
COc1cc(C2NC(=S)NC(C)=C2C(=O)c2ccccc2)ccc1O (configuration not stated)	82	0.4	nt	-30	1	95	3	-1	-3	-4
CCOC1(OCC)C(c2ccc(Cl)cc2)C(C#N)(C#N)C1(OCC)OCC (configuration not stated)	25	-4.2	33	-17	6	22	22	0	6	-4
Cc1ccc(Oc2nc3ccccn3c(=O)c2/C=C(\C#N)C(=O)Nc2c(C)n(C)n(-c3ccccc3)c2=O)c(C)c1	86	-3.1	nt	-5	7	92	20	-2	2	-3
O=[N+]([O-])c1cccc(C2=NCCS2)c1	99	-1.8	nt	-31	-3	100	12	0	0	-3
Cc1nc2nc3c(cn2n1)C(=O)CC(c1ccccc1)C3 (configuration not stated)	96	-0.2	-14	-50	-5	103	32	-1	3	0
C=CCNC(=O)CN(c1ccccc1OCC)S(=O)(=O)c1ccc(C)cc1	99	-0.5	13	-36	-15	99	18	-1	6	-12
N#Cc1cn(-c2ccccc2)nc1-c1ccccc1	100	-3.8	-26	-41	12	92	4	-3	0	-8
CC(C)(C)c1ccc(NC(=O)COC(=O)C2=COCCO2)cc1	79	1.1	nt	10	-5	84	1	-1	2	-13
CC(/C=C/c1ccc(O)cc1)=N/O	93	-6.0	-3	-15	12	92	8	nt	0	nt
O=C(Nc1ccccc1)N1CCC(c2nc(-c3ccc(S(=O)(=O)N4CCOCC4)cc3)no2)CC1	17	-4.1	nt	-22	-5	25	0	-1	0	-9
CCOC(=O)c1ccc2c(c1)nc(COc1ccc(OC)cc1)n2CC	97	-0.6	45	-5	-3	89	17	0	2	-8
Cc1ccc(CNC2=NCCCCC2)n1C	90	-1.0	nt	-73	-3	105	10	-1	-1	-12
FC(F)(F)c1cc(-c2ccco2)nc(-n2nc(C(F)(F)F)cc2C2CC2)n1	68	-3.4	-7	-9	-6	64	8	0	17	-19
CCCC12CN3CCN(CC(C3)/C1=N\NC(=O)Nc1ccccc1)C2	94	-0.6	nt	-19	-8	90	9	-3	2	-4
CC(=Nc1ccccc1)C1=C(O)CCCC1=O	96	-1.3	nt	-27	-6	90	7	-4	1	-1
Cc1ccc(Cn2ccc(NC(=O)CCSc3nc(-c4ccco4)cc(C(F)(F)F)n3)n2)cc1	57	-3.6	-4	-35	-21	68	4	0	2	-5
CC(=O)N/C(=C/c1ccc2c(c1)OCO2)C(=O)NCC(=O)O	96	-0.5	-3	-17	4	99	5	-4	2	4
O=C(OCc1ccccc1)N1CCOCCOCCN(C(=O)OCc2ccccc2)CCOCCOCC1	31	-2.4	36	-32	2	37	4	nt	3	-8
CC1(C)CC(=O)C(C(=O)CCCCC(=O)C2C(=O)CC(C)(C)CC2=O)C(=O)C1	101	-1.9	-21	-5	2	99	1	-5	9	12
Nc1nc(N2CCOCC2)nc(N(c2ccccc2)c2ccccc2)n1	100	-1.5	-3	-37	12	103	10	0	-1	-11
CC[n+]1ccc(C)c2cc(S(=O)C(F)(F)F)ccc21 (configuration not stated)	87	-0.2	-4	17	-9	82	32	-1	-2	-10
CCC(C)NC(=O)c1ccc(CS(=O)(=O)Cc2ccc(Cl)cc2)o1 (configuration not stated)	96	-0.1	nt	-46	2	93	10	-1	1	-9
CCOc1ccc(CNC(=O)CCCc2cn(C)c3ccccc23)cc1OC	89	-1.0	-18	-31	3	87	9	nt	2	7
COC(=O)c1cc(NC(=O)Cc2ccc(OC)cc2)cc(C(=O)OC)c1	106	0.3	-2	-4	-10	95	9	nt	2	-7
Cc1ccc(Nc2nc(NCCCN3CCOCC3)nc(N)c2[N+](=O)[O-])cc1	88	-1.2	4	-25	-22	86	9	-9	3	-3
Nc1ccc(Cc2nc3c(ccc4ccccc43)[nH]2)cc1	87	-3.2	30	-54	6	70	58*	nt	-2	-20
COc1cc2c(=O)c(-c3ccc(O)cc3)coc2cc1OC1OC(CO)C(O)C(O)C1O (configuration not stated)	84	-0.9	-7	-20	6	87	16	nt	1	-2
